PI5P4K alpha inh = qHTS for Inhibitors of phosphatidylinositol 5-phosphate 4-kinase (PI5P4K); Phosphatidylinositol 5-phosphate 4-kinase type-2 alpha (Homo sapiens), P48426; PI5P4Kalpha enzyme, ADP-Glo luminescence, 60 min; stronger effect = lower value; max response, %; 330,000 tested, 1.2% active; active means max response of -50% or lower; inconclusive means between -30% and -50%; inactive means -30% or higher; further: value at the top dose of about 77 µM; on the % scale 0 is the no-effect control and ±100 the full control effect
Target sequence (P48426 whole entry, looked up): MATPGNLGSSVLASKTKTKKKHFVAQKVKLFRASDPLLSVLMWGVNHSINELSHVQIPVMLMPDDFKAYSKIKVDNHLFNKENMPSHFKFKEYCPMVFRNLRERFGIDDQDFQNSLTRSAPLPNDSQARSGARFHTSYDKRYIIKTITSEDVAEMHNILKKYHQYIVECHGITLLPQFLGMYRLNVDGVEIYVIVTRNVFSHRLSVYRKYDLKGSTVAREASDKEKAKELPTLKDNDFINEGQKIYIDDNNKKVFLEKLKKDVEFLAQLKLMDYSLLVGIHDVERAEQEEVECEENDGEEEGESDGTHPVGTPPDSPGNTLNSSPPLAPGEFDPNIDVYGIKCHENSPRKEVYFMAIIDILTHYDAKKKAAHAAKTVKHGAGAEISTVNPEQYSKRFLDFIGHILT
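Compounds were pin-transferred onto PI5P4Kalpha and substrate in HEPES pH 7.4 buffer with EGTA, CHAPS and 5% DMSO. ATP (5 microM final) started the reaction, which ran 60 minutes at room temperature before ADP-Glo detection.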
FUS suppressor = qHTS for Suppressors of FUS Proteinopathy: Primary screen using FUS-linked yeast assay. S. cerevisiae FUS-expressing, growth rescue, OD600, 24 h. Potency, µM (top dose mostly 76.6 µM), for the others: top-dose growth rescue (activation), hits mostly activators. 390,000 tested, 0.24% active. AID 1347120, 2019;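 further: potency means the concentration at half of the fitted maximal effect; plate controls were DMSO vehicle for no effect and reference control for full effect; nearly all actives have a fitted effect of over 55% in size; some results filed as inactive show a strong effect at the top dose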
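Toxicity suppression screen in FUS-yeast. Cells induced with 2% galactose, starting OD 0.005, treated 24hr at 30C with compounds at multiple final concentrations; growth by OD600.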
WRN inhibitor = qHTS for Inhibitors of WRN Helicase | Potency, µM (highest dose often 114 µM), without a hit: at the top dose activity change, negative = inhibition, usual class: inhibitors | WRN helicase unwinding, fluorescent forked duplex, kinetic | 360,000 tested, 0.46% active | Bifunctional 3'-5' exonuclease/ATP-dependent helicase WRN (Homo sapiens), Q14191; further: potency means the concentration at half of the fitted maximal effect; on the % scale 0 is the no-effect control and ±100 the full control effect; nearly all actives have a fitted effect of over 55% in size
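Screening of the MLSMR collection measured strand separation of a quenched forked DNA duplex (100 nM) by 20 nM WRN with 2 mM ATP, all final. Compounds were preincubated with enzyme 15 min at room temperature.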
aSyn rescue = qHTS of alpha-syn Inhibitors. Yeast expressing alpha-synuclein, growth rescue, BacTiter-Glo, 24 h. Potency, µM (top dose mostly 46.1 µM), for inactives: at the top dose growth rescue (activation), usual class: activators. 370,000 tested, 0.14% active. AID 652106, 2013; further: potency means the concentration at half of the fitted maximal effect; % of control where 0% means no effect; nearly all actives have a fitted effect of over 65% in size
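Galactose-induced alpha-syn yeast (OD600=0.02, raffinose-pregrown) + pinned cpd, 24 hr, 30 deg C; growth by BacTiter-Glo luminescence. Growth restoration scores as activation.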
EPAC1 antag = qHTS for Antagonist of cAMP-regulated guanine nucleotide exchange factor 3 (EPAC1): primary screen; Rap guanine nucleotide exchange factor 3 (Homo sapiens), O95398; EPAC1 GEF assay, Rap1b-BODIPY-GDP exchange fluorescence; Potency, µM (highest dose often 115 µM), for inactives: at the highest dose activity change, negative = inhibition, usual class: inhibitors; 360,000 tested, 0.14% active;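 further: potency means the concentration at half of the fitted maximal effect; plate controls were vehicle for no effect and positive control for full effect; nearly all actives have a fitted effect of over 50% in size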
EPAC1 agonist = qHTS for Agonist of cAMP-regulated guanine nucleotide exchange factor 3 (EPAC1): primary screen | Rap guanine nucleotide exchange factor 3 (Homo sapiens), O95398 | EPAC1 agonist qHTS, biochemical assay; response scale: 100% = response to 6.5 mM cAMP | Potency, µM (top dose mostly 154 µM), without a hit: at the top dose activation, usual class: activators | 360,000 tested, 0.073% active; further: potency means the concentration at half of the fitted maximal effect; nearly all actives have a fitted effect of over 60% in size
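Multi-concentration qHTS readout: loss of Rap1B-bound BODIPY-GDP fluorescence driven by 100 nM EPAC1 with excess GDP (50 uM), monitored kinetically at room temperature; agonist response expressed relative to 6.5 mM cAMP.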
IL2 activator = qHTS of IL-2 Activators; IL-2 activation reporter assay, cell-based qHTS; stimulated with anti-CD3/CD4/CD28 beads; in transgenic mouse T cells; activation, % (series mostly up to about 46 µM); 360,000 tested, 0.065% active; AID 652025, 2013; in the data active means activation above about 50%; inconclusive means mostly about 30% to 49%; further: 0% is about no effect
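Readout is EGFP and DsRed signal by fluorescent plate cytometry after 18 h at 37 degrees C. Transgenic mouse T cells (750/well) received compound for 60 min before bead stimulation (anti-CD3, anti-CD4, anti-CD28); memory T cells served as non-tolerant control.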
Abeta yeast res = qHTS for compounds that reverse cellular toxicity of Amyloid beta (A-beta) peptide in yeast: Primary Screen; 410,000 tested, 0.063% active; AID 1347071, 2019; Potency, µM (doses to about 46.1 µM), without a hit: at the highest dose growth rescue, most hits filed as activators; yeast expressing A-beta42, growth rescue, OD600, 48 h; response scale: 0% DMSO, 100% iron-clioquinol control; further: potency means the concentration at half of the fitted maximal effect; nearly all actives have a fitted effect of over 55% in size
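Yeast A-beta toxicity model in growth medium with pinned compounds, 48 h at 30 C; growth read as absorbance at 600 nm. Normalized to FeCl3/clioquinol equimolar mix (positive) and DMSO (negative).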
PLK1 PBD inh = qHTS for Inhibitors of PLK1-PDB (polo-like kinase 1 - polo-box domain): Primary Screen | Serine/threonine-protein kinase PLK1 (Homo sapiens), P53350 | Plk1 PBD binding of FITC phosphopeptide, fluorescence polarization | Potency, µM, for the others: max response, negative = inhibition, most hits filed as inhibitors | 360,000 tested, 2.8% active | AID 720504, 2013; further: potency means the concentration at half of the fitted maximal effect; series mostly up to about 57 µM; on the % scale 0 is the no-effect control and ±100 the full control effect; nearly all actives have a fitted effect of over 65% in size
Target sequence (P53350 whole entry, looked up, the tested form may be a part): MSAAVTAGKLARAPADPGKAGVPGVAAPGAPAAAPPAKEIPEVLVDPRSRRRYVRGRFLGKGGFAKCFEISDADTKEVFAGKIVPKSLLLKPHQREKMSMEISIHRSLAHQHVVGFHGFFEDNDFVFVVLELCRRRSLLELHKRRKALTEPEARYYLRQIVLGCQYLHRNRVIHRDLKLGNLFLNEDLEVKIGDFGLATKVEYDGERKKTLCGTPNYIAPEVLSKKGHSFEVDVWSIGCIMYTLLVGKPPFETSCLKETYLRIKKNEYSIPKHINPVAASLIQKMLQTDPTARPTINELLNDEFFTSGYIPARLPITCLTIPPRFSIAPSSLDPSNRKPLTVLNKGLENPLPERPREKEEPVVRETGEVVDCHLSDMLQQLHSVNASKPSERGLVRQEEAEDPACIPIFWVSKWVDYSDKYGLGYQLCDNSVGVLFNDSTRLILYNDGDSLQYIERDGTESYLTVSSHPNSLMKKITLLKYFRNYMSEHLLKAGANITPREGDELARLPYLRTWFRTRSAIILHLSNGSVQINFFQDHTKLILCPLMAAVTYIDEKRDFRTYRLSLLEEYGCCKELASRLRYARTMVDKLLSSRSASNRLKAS
* = called active by the depositor; ? = inconclusive; nt = not tested or not shown; [ ] = remark or other dose. Unless noted, the call rests on the fitted dose curve; in most records, active means well fitted curve in the direction sought with a large enough effect; inconclusive means small, poorly fitted or top-dose-only effect, or another doubt; inactive means no such curve, though single readings can be large; an effect the other way counts as inactive or inconclusive.

SMILES | PI5P4K alpha inh | FUS suppressor | WRN inhibitor | aSyn rescue | EPAC1 antag | EPAC1 agonist | IL2 activator | Abeta yeast res | PLK1 PBD inh
Cc1cc(C)cc(OCC(=O)OCC(=O)Nc2c(C)n(C)n(-c3ccccc3)c2=O)c1 | 1 | 26% | -7% | -4% | -23% | 0% | 4.5 | -30% | -16%
Cc1ccc(CN2CCCNC2=O)cc1 | nt | 6% | 5% | 6% | 8% | 5% | -1.5 | 23% | -3%
CC(NC(=O)c1ccncc1)c1ccc(Cl)cc1Cl (stereo not drawn) | 0 | 30% | 10% | -10% | -5% | 9% | -0.7 | -4% | -12%
O=C(NCC1(c2ccccc2)CCCC1)c1ccc(Br)cc1 | 1 | -4% | -9% | 16% | -15% | 9% | 0.2 | 13% | 5%
CCOc1ccc2ccccc2c1C(=O)N1CCN(c2ccccc2)CC1 | nt | 27% | -1% | 27% | -10% | 13% | 2.2 | 21% | -4%
CN(/N=C/c1ccc2c(c1)OCO2)c1nc(N2CCOCC2)nc(N2CCOCC2)n1 | 9 | -6% | 1% | -1% | -7% | 0% | 2.1 | -8% | -13%
Cc1ccc(C)c(C(=O)OCC(=O)Nc2cccc(S(=O)(=O)N3CCCCC3)c2)c1 | 4 | ? | 2% | -1%[1.84 µM] | 6% | 1% | -0.2 | 0% | 1%
O=C(NCc1ccccc1)c1ccc(NC(=O)C2CCCCC2)cc1 | 0 | -13% | -3% | -8% | 3% | 10% | 0.1 | 4% | -1%
Cc1noc(C)c1S(=O)(=O)Nc1ccc2c(c1)C(=O)N([C@H](C)CO)C[C@H](C)[C@@H](CN(C)Cc1ccc(C(=O)O)cc1)O2 | 0 | -4% | 0% | -3% | 8% | 5% | 0.2 | 8% | -10%
CCOC(=O)c1c(-c2ccccc2)csc1NC(=O)/C(C#N)=C/c1ccc(O)c(OC)c1 | ? | 15% | ? | 5% | -2% | 8% | 58* | -5% | 25%
COc1ccc(CN2CCN(CC=C(C)C)C(CCO)C2)cc1Cn1cccn1 (stereo not drawn) | 0 | -12% | -1% | -7% | 13% | -2% | -2.4 | -6% | 1%
CCC(CC)C(=O)Nc1cccc(C(=O)N2CCCCCC2)c1 | nt | 13% | -3% | -8% | 10% | -6% | -1.5 | 11% | -2%
Nc1nc(Cl)cc(NCCc2ccc(O)cc2)n1 | -19 | ? | 12% | -6% | 1% | 1% | 0.8 | -18% | -4%
O=C(OCC(=O)N1CCCC1)c1cnc(Cl)c(Cl)c1 | -4 | -2% | 1% | 1% | 0% | -4% | 1.1 | -14% | -3%
Cc1ccc2cccc(OC(=O)c3ccc4c(c3)OCCO4)c2n1 | 8 | -15% | 0% | 5% | 7% | -6% | -2.3 | -9% | -1%
Cc1c(NC(=O)c2ccc(F)cc2)c(=O)n(-c2ccccc2)n1C | -2 | -25% | 2% | 0% | 2% | -4% | -0.7 | 14% | -5%
CC(C)C[C@@H](C(=O)O)N(Cc1cccc(CN([C@@H](CC(C)C)C(=O)O)S(C)(=O)=O)c1)S(C)(=O)=O | 1 | -14% | 7% | -1% | -6% | -16% | 0.8 | -18% | 2%
c1ccc(-c2ccc(-c3nc(-c4ccncc4)no3)cc2)cc1 | nt | -19% | -1% | 16% | 20% | -15% | -1.3 | 11% | -6%
COc1ccc(CNC(=S)N/N=C(/C)c2ccccc2)cc1 | 2 | 17% | -16% | -19% | -10% | 12% | -6.8 | ? | -1%
O=C(CSCc1ccccc1Cl)Nc1c[nH]c(=O)[nH]c1=O | -3 | nt | 0% | -6% | -4% | 4% | -0.4 | -8% | -11%
Cc1cc(C(=O)COc2ccc(Cl)cc2Br)c(C)n1C | -1 | 48% | -25% | ? | -24% | 15% | -5.0 | -10% | -19%
CCOC(=O)C1(Cc2ccccc2Cl)CCN(C(=O)CCn2ccnc2C)CC1 | 0 | -9% | 3% | -4% | 18% | 5% | 1.0 | 4% | 0%
O=c1[nH]c(O)c(/C=C2\C=Nc3ccccc32)[nH]1 | ? | 3% | -9% | -1% | 11% | 3% | -2.9 | 6% | 2%
Cn1cccc1Cc1nnc(SCC(=O)NCCc2ccccc2)n1-c1ccc(F)cc1 | 2 | 15% | 3% | -10% | -15% | -1% | -0.8 | 2% | -9%
O=C(OCc1ccccc1)N1CCC2CC1c1ccc(-c3ccc4c(c3)OCO4)cc12 (stereo not drawn) | 14 | 3% | 5% | -9% | -3% | -3% | -2.4 | 0% | 2%

Structural class: those above with an aryl methoxy group (3)
SMILES | PI5P4K alpha inh | FUS suppressor | WRN inhibitor | aSyn rescue | EPAC1 antag | EPAC1 agonist | IL2 activator | Abeta yeast res | PLK1 PBD inh
CCOC(=O)c1c(-c2ccccc2)csc1NC(=O)/C(C#N)=C/c1ccc(O)c(OC)c1 | ? | 15% | ? | 5% | -2% | 8% | 58* | -5% | 25%
COc1ccc(CN2CCN(CC=C(C)C)C(CCO)C2)cc1Cn1cccn1 (stereo not drawn) | 0 | -12% | -1% | -7% | 13% | -2% | -2.4 | -6% | 1%
COc1ccc(CNC(=S)N/N=C(/C)c2ccccc2)cc1 | 2 | 17% | -16% | -19% | -10% | 12% | -6.8 | ? | -1%

Carrying on:
SMILES | PI5P4K alpha inh | FUS suppressor | WRN inhibitor | aSyn rescue | EPAC1 antag | EPAC1 agonist | IL2 activator | Abeta yeast res | PLK1 PBD inh
Cc1ccc(-c2cc(C(=O)N3CCc4ccccc4C3)[nH]n2)cc1C | 5 | -6% | -9% | 1% | ? | 11% | 0.7 | -1% | -9%
CCc1nc(Nc2ccccc2OC)c2oc3ccccc3c2n1 | 5 | 12% | -6% | -2% | -9% | 10% | -2.4 | -19% | -3%
CC1CC(C)CN(S(=O)(=O)c2cc3c4c(c2)CCC(=O)N4CCC3)C1 (stereo not drawn) | -2 | 15% | -6% | -2% | -9% | 5% | 2.0 | -13% | -8%
CCOc1ccc(N2CC(C(=O)OCC(=O)c3ccc(OC)cc3)CC2=O)cc1 (stereo not drawn) | -1 | 37% | -5% | 2% | -1% | -4% | -3.5 | -2% | 30µM*
COc1cccc(-n2c(CNc3ccc(F)cc3)nnc2SCC(N)=O)c1 | nt | 2% | 1% | 0% | 14% | -6% | 0.9 | 16% | -1%
Cc1cccc(N(CC(=O)N/N=C/c2ccccc2C(=O)O)S(C)(=O)=O)c1C | 6 | -18% | 0% | 0% | -7% | -7% | -0.1 | -11% | 3%
Clc1ccc2nc(CN3CCCc4ccccc43)cn2c1 | nt | 38% | -3% | -7% | 9% | 8% | -2.6 | 9% | -3%
C=CCNc1nc2ccccc2nc1NS(=O)(=O)c1cccs1 | -7 | 13% | -9% | -10% | 14% | 5% | -0.3 | -9% | -3%
CCC(C)Sc1nc2c(cnn2-c2ccc(C)c(C)c2)c(=O)[nH]1 (stereo not drawn) | -3 | -8% | 3% | 4% | -4% | 3% | -0.2 | 8% | -5%
CC(C)(C)OC(=O)N1Cc2ccccc2C[C@H]1C(=O)NC1CCCC1 | -2 | 19% | 6% | -14% | 16% | 3% | -4.4 | 8% | -10%
Cc1cccc(NC(=S)N(c2ccccc2)C(C)C)c1C | 3 | nt | -12% | -4% | 5% | -1% | 0.0 | 3% | -5%
CS(=O)(=O)c1ccc2nc(NC(=O)C3CCCCC3)sc2c1 | nt | 29% | -2% | -5% | 3% | -4% | 0.1 | 17% | -5%
COC(=O)c1cccc(Nc2nc(-c3cccnc3)nc3ccccc23)c1 | 7 | 23% | 0% | 6% | -13% | 1% | -0.7 | -4% | -11%
Cc1cc(C)n(C(C)CNC(=O)c2ccc3c(c2)OCO3)n1 (stereo not drawn) | -1 | -2% | -6% | -1% | 6% | 7% | 0.0 | 4% | 1%
COC(=O)c1cnn(-c2ccccc2)c1N | 1 | -8% | -5% | -1% | 5% | 3% | -2.1 | -13% | 3%
CS(=O)(=O)c1ccc(N2CCN(C3CC(=O)NC3=O)CC2)cc1 (stereo not drawn) | -8 | -9% | -1% | -1% | 0% | 6% | -0.3 | 5% | -1%
Cc1cccc(S(=O)(=O)NNC(=O)c2cc(-c3ccc(F)cc3)nc3ccccc23)c1 | -2 | 5% | -12% | 0% | -16% | -8% | -0.1 | -6% | -15%
CCN1C(=O)[C@H]2[C@@H](c3ccc(C)cc3)N3C(=O)N(c4cccc(Cl)c4)C(=O)[C@@]3(C)[C@H]2C1=O | 2 | 1% | 8% | -3% | 2% | -8% | 2.3 | -3% | -2%
O=C(CN1CCN(C2CCCCC2)CC1)c1c[nH]c2ccccc12 | 1 | 38% | 0% | 2% | 5% | 1% | 2.2 | 3% | -8%
CN1C(C(=O)NCC2CC2)CC2Cn3c(nc4cc5ccccc5cc43)C21 (stereo not drawn) | 1 | -19% | -1% | 1% | 24% | -24% | -0.1 | -15% | -3%
CC1=C/C(=N\OC(=O)/C=C/c2ccccc2)C(C)=CC1=O | 1 | 15% | -5% | 13% | -1% | 9% | -1.7 | -16% | ?
CCCCCCNc1cc(C)oc(=O)c1C(C)=O | 4 | 11% | -19% | 10% | 7% | -2% | 0.4 | -14% | -1%
CCOc1ccc(C(=O)Nc2ccc(N3CCN(C(C)=O)CC3)cc2)cc1[N+](=O)[O-] | -7 | -15% | -16% | -1% | -12% | 3% | 1.1 | 14% | -4%
Cc1ccc(C)c(N2CCN(C(=O)C34CC5CC(C3)CC(n3nnc(C)n3)(C5)C4)CC2)c1 | 19 | ? | -32% | 7% | -17% | 12% | -1.0 | 1% | -11%

Bioassay records as filed in PubChem BioAssay.
